From PubChem
hERG rescue: shields human hERG channel from block by proarrhythmic agents; Q12809; activation (rescue from dofetilide block), less the hit threshold, % at 10 µM; actives 0.51% (n = 310,000); CHO-hERG, FluxOR thallium flux, dofetilide IC70 present;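 active means activation above the mean of controls blocked by dofetilide plus 5 SD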;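 further: thallium influx through hERG after potassium depolarization seen as dye fluorescence rise; in these data hits start at about 4.7%; inactives centre near -7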
KCNK3 inh: human KCNK3 channel inhibition, primary screen. O14649. CHO-KCNK3 thallium flux, FluxOR fluorescence; active compounds read low. B-score at 10 µM. actives 0.84% (n = 340,000). AID 602410;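 active means B-score under library mean minus 4 SD, starting fluorescence ratio at most library mean plus 5 SD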;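 further: more negative B-score means stronger inhibition of thallium flux through KCNK3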
GSK3beta inhib: human GSK3beta kinase inhibition | P49841 | GST-GSK3beta kinase, ADP-Glo luminescence, 60 min; active compounds read low | activity score (negative = inhibition), % at 10 µM | actives 0.038% (n = 300,000) | AID 2097;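 active means more than half of replicate wells score below -50%, meaning over 50% inhibition versus plate controls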;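 further: 0% = median DMSO wells and -100% = median GW8510 positive control wells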
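Test system – GST-tagged human GSK3beta kinase, cell-free · Incubation – 60 min enzyme reaction, room temperature · Signal – ADP-Glo luminescence · Also added – peptide substrate and ATP at 25 µM · Controls – DMSO neutral wells and GW8510 at 20 µM as positive · Buffer or medium – Tris/MgCl2 kinase buffer · Measure – Luminescence-derived activity versus plate DMSO and GW8510 wells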
RGS4 act: potentiators or activators of RGS4 | HEK293 M3R/inducible RGS4, carbachol calcium flux Fluo4; active compounds read low | B-score at 10 µM | actives 0.92% (n = 310,000);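 active means B-score of the integrated calcium signal more than 4 SD below the library mean, with starting fluorescence not abnormally high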;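 further: negative B-score means reduced calcium response which marks RGS4 activation or potentiation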
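Reagent: ECmax carbachol challenge; Test system: M3R-expressing HEK293 line, RGS4 induced by doxycycline; Schedule: overnight RGS4 induction, 30 min dye load 37 °C, 20 min compound RT; Detection: calcium dye Fluo4 fluorescence; Read-out: Agonist-evoked peak-minus-minimum fluorescence over baseline, integrated ratio, B score.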
KCNK9 inh: human KCNK9 channel inhibition; HEK293 KCNK9, FluxOR thallium flux fluorescence; active compounds read low; B-score at 10 µM; Q9NPC2; actives 1.2% (n = 310,000); AID 488922;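 active means ratio B-score over 3 SD below the library mean, with starting fluorescence within 5 SD of its mean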;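 further: negative B-score means less thallium flux so channel inhibition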
Target sequence (Q9NPC2 whole entry, looked up): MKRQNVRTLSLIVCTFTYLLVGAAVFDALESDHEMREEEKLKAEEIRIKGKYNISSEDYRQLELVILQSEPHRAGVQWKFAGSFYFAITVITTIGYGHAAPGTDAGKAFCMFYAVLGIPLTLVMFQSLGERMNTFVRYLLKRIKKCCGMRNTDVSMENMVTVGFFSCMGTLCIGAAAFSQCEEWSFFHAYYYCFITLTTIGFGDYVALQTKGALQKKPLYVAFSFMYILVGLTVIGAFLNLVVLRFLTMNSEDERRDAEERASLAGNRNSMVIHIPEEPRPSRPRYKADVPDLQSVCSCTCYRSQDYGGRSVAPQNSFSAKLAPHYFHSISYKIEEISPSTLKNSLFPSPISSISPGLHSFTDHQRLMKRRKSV
DYRK1A inh: Dyrk1A (rat) kinase inhibition; ADP-Glo luminescence, NFATc1 peptide; actives 0.43% (n = 310,000); inhibition, % at 12.5 µM; Q63470; AID 504441; in the data active means inhibition above about 50%;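 further: plate controls were vehicle with enzyme for no effect and no enzyme for full effect; many of its hits are not listed in these tables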
RGS4 inh: human RGS4 inhibition. P49798. HEK293 M3R/RGS4 inducible, Fluo-4 calcium flux; active compounds read high; triggered by carbachol at its EC20. B-score at 10 µM. actives 0.45% (n = 310,000);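 active means B-score, a plate-corrected calcium signal, over three deviations above library mean, with baseline fluorescence within five deviations of library mean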;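 further: RGS4 expression induced by doxycycline in cells with stable M3 receptor; B-score is computed from the integrated fluorescence ratio over baseline after carbachol; higher B-score means a larger calcium signal and so more RGS4 inhibition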
GSK3 alpha inh: inhibitors of human GSK-3 alpha kinase; AID 2650; ADP-Glo luminescence, 60 min; inhibition, % at 10 µM; P49840; actives 0.1% (n = 320,000);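 in the data active means inhibition above about 50%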;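 further: GST-tagged GSK-3 alpha with peptide substrate and 25 µM ATP; 0% = DMSO neutral wells and 100% = GW8510 positive control wells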
KCNQ1 inh: inhibitors of human KCNQ1 potassium channel | P51787 | CHO-K1 KCNQ1, FluxOR thallium flux fluorescence; active compounds read high | B-score at 10 µM | actives 1.3% (n = 310,000);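 active means compounds whose thallium flux B-score, printed positive for inhibition, exceeds three library SD while starting fluorescence stays within three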;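 further: channel opened by potassium depolarization with thallium stimulus after 20 min compound exposure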
Target sequence (P51787 whole entry, looked up): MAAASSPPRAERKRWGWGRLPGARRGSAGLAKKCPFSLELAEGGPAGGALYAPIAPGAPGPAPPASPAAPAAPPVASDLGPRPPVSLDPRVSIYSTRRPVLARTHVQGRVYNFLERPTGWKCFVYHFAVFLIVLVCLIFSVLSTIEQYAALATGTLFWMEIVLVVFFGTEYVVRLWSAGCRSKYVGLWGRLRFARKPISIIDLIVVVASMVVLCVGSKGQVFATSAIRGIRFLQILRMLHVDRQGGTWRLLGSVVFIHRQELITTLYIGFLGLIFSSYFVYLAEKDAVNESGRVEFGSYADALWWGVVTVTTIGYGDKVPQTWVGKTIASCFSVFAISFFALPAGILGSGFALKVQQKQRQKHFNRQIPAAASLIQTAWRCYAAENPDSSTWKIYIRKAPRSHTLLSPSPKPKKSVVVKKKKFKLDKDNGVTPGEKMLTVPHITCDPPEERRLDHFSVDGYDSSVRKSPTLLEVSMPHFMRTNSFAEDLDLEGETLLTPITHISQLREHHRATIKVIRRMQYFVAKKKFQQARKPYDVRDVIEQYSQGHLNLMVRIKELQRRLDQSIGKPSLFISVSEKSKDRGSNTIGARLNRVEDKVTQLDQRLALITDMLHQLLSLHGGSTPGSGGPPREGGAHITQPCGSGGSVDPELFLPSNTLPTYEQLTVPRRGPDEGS
KCNQ1 pot: human KCNQ1 channel potentiation or activation; CHO-K1 KCNQ1, thallium flux FluxOR fluorescence; active compounds read high; AID 2648; actives 0.35% (n = 310,000); P51787; B-score at 10 µM;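 active means fluorescence ratio B-score, a plate-corrected score, at least three library SD, with initial intensity B-score within 5 SD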
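Assay system: CHO-K1 cells stably expressing KCNQ1; Medium: assay buffer with matched DMSO; Also added: K+/Tl+ depolarizing stimulus; Dosing: single dose; Timing: dye 90 min, compound 20 min, room temperature; Measured by: kinetic FluxOR thallium fluorescence, 10-s 1-Hz baseline, 110-s post-stimulus read; Read-out: peak-minus-minimum fluorescence over initial fluorescence, negative-control normalized, B-scored.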
PolyA inhibitor: inhibitors of polyadenylation in S. cerevisiae. calls only at 12 µM. actives 0.02% (n = 300,000). S. cerevisiae SKY197-pL101 polyadenylation reporter, beta-gal luminescence; efflux-impaired pdr1/pdr3 knockout yeast; score 100 = 6 SD above DMSO;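 active means lowest replicate activity score at least 50, where 100 means six control SD above control mean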;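 further: yeast exposed to compound for 9 h at 30 °C; higher score means more reporter readthrough which indicates perturbed polyadenylation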
Numbers without * were called inactive; i = inactive; x = no result given.

| Molecule | hERG rescue | KCNK3 inh | GSK3beta inhib | RGS4 act | KCNK9 inh | DYRK1A inh | RGS4 inh | GSK3 alpha inh | KCNQ1 inh | KCNQ1 pot | PolyA inhibitor |
| --- | --- | --- | --- | --- | --- | --- | --- | --- | --- | --- | --- |
| CONc1nc2nonc2nc1NOC | -3.5 | i | -1.5 | i | i | -3.1 | i | x | i | i | i |
| COc1cccc(-c2cc(C(=O)Nc3ccc(OC)c(OC)c3)no2)c1 | -6.5 | i | 3.8 | i | i | -1.0 | i | x | i | i | i |
| CC1(C)CN=C(NC2CCCCC2)S1 | 0.1 | i | 1.3 | i | i | -2.2 | i | 3.6 | i | i | i |
| COC(=O)c1cccc(C(=O)Nc2cnc3ccccc3c2)n1 | -9.3 | i | 1.2 | i | i | 3.1 | i | -37.3 | i | i | x |
| O=C(CSC1=NS(=O)(=O)c2ccccc2N1)Nc1ccc(F)cc1 | -9.2 | i | 2.9 | i | i | 8.1 | i | -6.9 | i | i | i |
| O=C(OCC(=O)N1CCN(Cc2ccccc2)CC1)c1ccc(Cl)cc1 | -6.6 | i | -1.6 | i | i | -2.0 | i | 1.0 | i | i | i |
| COc1ccc(/C=N/NC(=O)c2ccc3c(c2)NC(=O)C(C)(C)O3)cc1OC | -5.1 | i | 4.1 | i | i | 3.6 | i | -2.7 | i | i | i |
| CCS(=O)(=O)c1nc(S(=O)(=O)c2ccc(C)cc2)c(NCc2ccccn2)s1 | -14.4 | i | 1.5 | i | i | -6.6 | i | -2.9 | i | i | i |
| COc1ccc(C(=O)Nc2ccc(NC(=O)c3cccs3)cc2)cc1[N+](=O)[O-] | -3.9 | i | 0.6 | i | i | -6.4 | i | -0.5 | i | i | i |
| COc1ccccc1NC(=O)CCSc1nnc(-c2ccncc2)o1 | -10.1 | i | -7.8 | i | i | -5.2 | i | 19.1 | i | i | i |
| O=C1CC(c2cccnc2)c2cc3c(cc2N1)OCCO3 (stereo not drawn) | -7.9 | i | -6.4 | i | i | 2.5 | i | -0.5 | i | i | i |
| Cc1nnc(NC(=O)C(C)Sc2nnc(-c3ccco3)n2C)s1 (stereo not drawn) | -5.8 | i | 2.0 | i | i | -3.2 | i | 2.3 | i | i | i |
| COc1ccccc1CN1CCN(C(c2ccccc2)c2ccccc2)CC1 | -12.6 | i | -4.2 | i | i | 11.9 | i | -1.0 | i | i | i |
| Cc1cccc(C(C#N)c2ccc(Cl)nn2)c1 (stereo not drawn) | -6.1 | i | 2.3 | i | i | -0.9 | i | 1.8 | i | i | i |
| CC(C)OCCCn1c(=O)c2ccccc2n2c(CCC(=O)NC3CCN(Cc4ccccc4)CC3)nnc12 | -9.0 | i | -0.9 | i | i | 2.7 | i | -2.3 | i | i | i |
| O=C(COC(=O)c1c2c(nc3ccccc13)CCCCC2)c1ccc(Cl)s1 | -5.4 | i | -0.9 | i | -13.1* | 2.8 | i | x | i | i | i |
| Cc1cccc(C)c1NC(=O)C1CCCNC1 (stereo not drawn) | -13.0 | i | -4.3 | i | i | -1.4 | i | 0.9 | i | i | i |
| Cc1c(NC(=O)Nc2cccc(C#N)c2)c(=O)n(-c2ccccc2)n1C | -8.8 | i | -0.3 | i | i | -2.7 | i | -1.1 | i | i | i |
| CN(C(=O)c1ccncc1)c1nnc(-c2cnccn2)s1 | -7.5 | i | -2.1 | i | i | 4.0 | i | -1.9 | i | i | i |
| CC(=O)NCCNC(=O)CNC(=O)c1ccc(Cl)cc1 | -3.5 | i | -2.4 | i | i | -2.6 | i | -0.8 | i | i | i |
| Cc1ccc(C(=O)Nc2nnc(S(=O)(=O)Nc3ccccc3C)s2)cc1C | -7.5 | i | 3.4 | i | i | 9.0 | i | -0.1 | i | i | i |
| COc1ccc(/C=N/c2oc(-c3ccccc3)cc2C#N)cc1 | -7.9 | i | 2.3 | i | i | 1.2 | i | -2.6 | i | i | i |
| COc1ccc(OC)c(CNC(=O)C2CCC(=O)N2C(C)C)c1 (stereo not drawn) | -4.5 | i | -5.0 | i | i | -5.7 | i | -1.9 | i | i | i |
| CC(C)=NNc1nc(-c2ccccc2)c(C)s1 | -5.9 | i | -7.5 | i | i | -8.0 | i | -0.6 | i | i | i |
| CCC(C)NC(=O)CSc1ncnc2sccc12 (stereo not drawn) | 3.8 | i | -2.3 | i | i | 2.0 | i | -1.2 | i | i | i |
| Cc1ccc(S(=O)(=O)c2nnn3c2nc(N2CCOCC2)c2ccccc23)c(C)c1 | 0.9 | i | -1.9 | i | i | -3.5 | i | 0.2 | i | i | i |
| CC(=O)Oc1ccc(C2C3=C(CC(C)(C)CC3=O)Nc3cc4c(cc32)OCCO4)cc1 (stereo not drawn) | -7.8 | i | 0.7 | i | i | 1.9 | i | -0.1 | i | i | i |
| CCn1c(-c2cc(-c3ccccc3)sc2N)n[nH]c1=S | -4.2 | i | -0.9 | i | i | 8.5 | i | 1.8 | i | i | i |
| CCOc1ccc(Nc2nc(Cc3nnc(SCC(=O)NC4CCCC4)n3C)cs2)cc1 | -5.4 | i | 1.4 | i | i | 6.0 | i | 0.5 | i | i | x |
| CCN(CC)S(=O)(=O)c1ccc(N2CCCCC2)c(NC(=O)/C(C#N)=C/c2ccc(OC)cc2)c1 | -11.8 | i | -0.9 | i | i | -4.8 | i | 1.7 | i | i | i |
| CC(=O)c1sc(NC(=O)c2cccs2)nc1C | -3.8 | i | -0.7 | i | i | 0.9 | i | 0.6 | i | i | i |
| Cc1ccc(-c2nc3ccccc3c(=O)n2Cc2ccccc2)cc1 | -11.7 | i | 1.9 | i | i | 9.0 | i | -0.1 | i | i | i |
| COc1cc(-c2csc(N3CCOCC3)n2)cc(OC)c1OC | -1.6 | i | -4.1 | i | i | -8.1 | i | -0.8 | i | i | i |
| O=C(NCc1cccs1)C1CC(=O)N(c2ccc(Cl)cc2)C1 (stereo not drawn) | -8.6 | i | 0.6 | i | i | -6.6 | i | -1.1 | i | i | i |
| CCOc1nc(-c2ccncc2)nc2ccccc12 | -1.8 | i | -3.8 | i | i | 1.2 | i | -0.7 | i | i | i |
| COCCNC(=O)CSc1ccccc1C(=O)NC1CCCc2ccccc21 (stereo not drawn) | -5.8 | i | -1.7 | i | i | 1.9 | i | 0.8 | i | i | i |
| Cc1ccc(S(=O)(=O)N(C)CC(=O)OCC(=O)NC(=O)NC(C)C)cc1 | -12.7 | i | -1.9 | i | i | -3.5 | i | 0.2 | i | i | i |
| Cn1c(=O)c(=O)n(C)c2cc(S(=O)(=O)N3CCCCC3)ccc21 | -15.8 | i | -1.0 | i | i | 0.5 | i | -1.1 | i | i | i |
| O=C(COc1ccc(NC(=O)c2cccs2)cc1)c1ccc(F)cc1 | -2.5 | i | 3.0 | i | i | 14.3 | i | 0.0 | i | i | i |
| CC(C)CN(C(=O)COc1ccc(Br)cc1C=O)C1CCS(=O)(=O)C1 (stereo not drawn) | -8.0 | i | 0.6 | i | i | -4.2 | i | -0.5 | i | i | i |
| O=C(NCCCn1ccnc1)C(=O)NCC1OCCCN1S(=O)(=O)c1ccc(Cl)cc1 (stereo not drawn) | -5.6 | i | 1.6 | i | i | 2.6 | i | -1.8 | i | i | i |
| CN(NC(=S)Nc1ccc(OC(F)F)cc1)C(=S)Nc1ccc(OC(F)F)cc1 | -8.1 | i | 0.5 | i | i | 3.0 | i | -5.8 | i | i | i |
| O=c1cnn([C@@H]2O[C@H](CO)[C@@H](O)[C@H]2O)c(=O)[nH]1 | -3.0 | i | 1.7 | i | i | 0.9 | i | -1.5 | i | i | i |
| CCc1ccc(C(=O)Cn2ncc(Cl)c(Cl)c2=O)cc1 | -11.0 | i | 2.3 | i | i | -74.8 | i | x | i | i | i |
| c1ccc(CN2CCC(N3CCN(Cc4ccc5c(c4)OCO5)CC3)CC2)cc1 | -12.0 | i | 0.4 | i | i | -0.3 | i | -1.8 | i | i | i |
| Cc1ccc(SCC(=O)N(Cc2nc(-c3ccccc3)no2)C(C)C)cc1 | -8.8 | i | -2.4 | i | i | -7.2 | i | -3.2 | i | i | i |
| CC1CCc2c(sc(NC(=S)NC(=O)c3ccccc3)c2C#N)C1 (stereo not drawn) | -7.7 | i | 15.5 | i | i | -1.5 | i | -3.1 | i | i | i |
| Cc1cc(Cl)ccc1NC(=O)Cn1cncn1 | -1.9 | i | 2.8 | i | i | -0.1 | i | 0.4 | i | i | i |
| Cc1ccc(N(C)S(=O)(=O)c2ccc(-c3cnc(C4CC4)o3)cc2)cc1 | -9.6 | i | 0.8 | i | i | -2.7 | i | -3.2 | i | i | i |
| CCC(=O)Nc1cc(NC(=O)CSc2nnc(C(C)C)n2CC)ccc1C | -3.8 | i | 1.1 | i | i | 4.4 | i | 0.6 | i | i | i |

Fetched one by one from the list above:
| Molecule | hERG rescue | KCNK3 inh | GSK3beta inhib | RGS4 act | KCNK9 inh | DYRK1A inh | RGS4 inh | GSK3 alpha inh | KCNQ1 inh | KCNQ1 pot | PolyA inhibitor |
| --- | --- | --- | --- | --- | --- | --- | --- | --- | --- | --- | --- |
| Cc1ccc(S(=O)(=O)c2nnn3c2nc(N2CCOCC2)c2ccccc23)c(C)c1 | 0.9 | i | -1.9 | i | i | -3.5 | i | 0.2 | i | i | i |
| COc1ccc(C(=O)Nc2ccc(NC(=O)c3cccs3)cc2)cc1[N+](=O)[O-] | -3.9 | i | 0.6 | i | i | -6.4 | i | -0.5 | i | i | i |
| COc1ccc(OC)c(CNC(=O)C2CCC(=O)N2C(C)C)c1 (stereo not drawn) | -4.5 | i | -5.0 | i | i | -5.7 | i | -1.9 | i | i | i |
| COc1ccc(/C=N/NC(=O)c2ccc3c(c2)NC(=O)C(C)(C)O3)cc1OC | -5.1 | i | 4.1 | i | i | 3.6 | i | -2.7 | i | i | i |
| COc1cccc(-c2cc(C(=O)Nc3ccc(OC)c(OC)c3)no2)c1 | -6.5 | i | 3.8 | i | i | -1.0 | i | x | i | i | i |
| CCOc1ccc(Nc2nc(Cc3nnc(SCC(=O)NC4CCCC4)n3C)cs2)cc1 | -5.4 | i | 1.4 | i | i | 6.0 | i | 0.5 | i | i | x |
| O=C(CSC1=NS(=O)(=O)c2ccccc2N1)Nc1ccc(F)cc1 | -9.2 | i | 2.9 | i | i | 8.1 | i | -6.9 | i | i | i |

These rows are one share of the data (hit frequency here may not be typical).
